CYP2C9 activ = human CYP2C9 activators, primary screen, biochemical, luminescence | Cytochrome P450 2C9 (Homo sapiens), P11712 | recombinant CYP2C9, luciferin-H conversion; stronger effect = higher value; factor 1 = untreated enzyme, 0 = blocked | activation factor at 5 µM | actives 1.4% (n = 96,000);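 active = activation factor of 2 or more for CYP2C9 at a 5 µM dose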;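 note: 0 = sulfaphenazole-blocked wells and 1 = vehicle-only wells; values of inactives mirror those of a sister screen read the other way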
CYP2C19 act = human CYP2C19 activators, primary screen, biochemical, luminescence. activation factor at 5 µM. 96,000 tested, under 10 active. AID 1025, 2008. recombinant CYP2C19, luciferin-H EGE luminescence; stronger effect = higher value; 0 = fully inhibited enzyme, 1 = untreated enzyme. Cytochrome P450 2C19 (Homo sapiens), P33261;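 active = activation factor of at least 2 at 5 µM in the primary screen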;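 note: 0 = wells with 2.5 mM tranylcypromine and 1 = vehicle-only wells; values of inactives mirror those of a sister screen read the other way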
CYP2C19 inh = blockers of cytochrome P450 2C19 activity – biochemical, luminescence, ADME assay, primary screen; inhibition, % at 5 µM; actives 21% (n = 96,000); CYP2C19 Supersomes, luciferin-H EGE luminescence, 30 min; AID 778, 2007;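 active = CYP2C19 inhibition above a set limit at 5 µM in the primary screen, cut at about 50% in these data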;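 note: plate controls were negative control wells for no effect and 2.5 mM tranylcypromine positive control for full effect; values of inactives mirror those of a sister screen read the other way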
Ecoli WT expand = growth inhibitors of wild-type E. coli, primary screen, strain BW25113, expanded library, OD600. AID 710, 2007. growth inhibition, % at 100 µM. OD600 absorbance. actives 0.15% (n = 98,000);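 active = growth inhibition above about 50% at one test dose, limit read from the data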;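 note: growth measured after 20 h incubation at 37 °C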
PostGolgi yeast = phenotypic screen on post-Golgi transport, primary screen | post-Golgi transport phenotypic cell assay | inhibition, % at 10 µM | actives 0.9% (n = 98,000) | AID 739, 2007; in the data active = inhibition above about 30%;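 note: yeast cells grown in 1536-well plates; yeast grown about 18 h at 30C before absorbance read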
PLAP activator = PLAP enzyme activators, biochemical, luminescence, HTS; purified PLAP enzyme, luminescent substrate read-out; stronger effect = higher value; activation fold at 20 µM; actives 1.2% (n = 96,000); in the data active = activation fold above about 2
CYP2C9 inhib = blockers of cytochrome P450 2C9 activity – biochemical, luminescence, ADME assay, primary screen; inhibition, % at 5 µM; actives 20% (n = 96,000); CYP2C9 Supersomes, luciferin-H conversion; AID 777, 2007;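 active = blocking of liver enzyme CYP2C9 beyond about 50% at 5 µM, limit read from the data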; note: values of inactives mirror those of a sister screen read the other way
EphB4 ephrin blk = EphB4-ephrin-B2 interaction antagonists, primary screen, biochemical, TNYL-RAW peptide probe, fluorescence polarization; EphB4 LBD / TNYL-RAW-Alexa532 peptide; inhibition, % at 7 µM; actives 0.15% (n = 97,000); AID 720, 2007;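 active = inhibition above the screen-wide mean inhibition plus 3 SD, cut at about 15% in these data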;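 note: 0% = DMSO wells and 100% = excess unlabeled TNYL-RAW peptide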
PTK2B oligo ant = antagonists of Pyk2 self-association, primary screen, Q293 cells, FERM NanoBiT luminescence, HTS; stronger effect = lower value; z-score (the deposit names both 25 µM and 10 µM); actives 0.83% (n = 99,000);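 active = Z-score of -3 or lower, scaled per plate to the spread of control and sample wells; inactive = z-score above -3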;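 note: negative z-score means lost luminescence so less FERM oligomerization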
Target sequence (Q14289 whole entry, looked up): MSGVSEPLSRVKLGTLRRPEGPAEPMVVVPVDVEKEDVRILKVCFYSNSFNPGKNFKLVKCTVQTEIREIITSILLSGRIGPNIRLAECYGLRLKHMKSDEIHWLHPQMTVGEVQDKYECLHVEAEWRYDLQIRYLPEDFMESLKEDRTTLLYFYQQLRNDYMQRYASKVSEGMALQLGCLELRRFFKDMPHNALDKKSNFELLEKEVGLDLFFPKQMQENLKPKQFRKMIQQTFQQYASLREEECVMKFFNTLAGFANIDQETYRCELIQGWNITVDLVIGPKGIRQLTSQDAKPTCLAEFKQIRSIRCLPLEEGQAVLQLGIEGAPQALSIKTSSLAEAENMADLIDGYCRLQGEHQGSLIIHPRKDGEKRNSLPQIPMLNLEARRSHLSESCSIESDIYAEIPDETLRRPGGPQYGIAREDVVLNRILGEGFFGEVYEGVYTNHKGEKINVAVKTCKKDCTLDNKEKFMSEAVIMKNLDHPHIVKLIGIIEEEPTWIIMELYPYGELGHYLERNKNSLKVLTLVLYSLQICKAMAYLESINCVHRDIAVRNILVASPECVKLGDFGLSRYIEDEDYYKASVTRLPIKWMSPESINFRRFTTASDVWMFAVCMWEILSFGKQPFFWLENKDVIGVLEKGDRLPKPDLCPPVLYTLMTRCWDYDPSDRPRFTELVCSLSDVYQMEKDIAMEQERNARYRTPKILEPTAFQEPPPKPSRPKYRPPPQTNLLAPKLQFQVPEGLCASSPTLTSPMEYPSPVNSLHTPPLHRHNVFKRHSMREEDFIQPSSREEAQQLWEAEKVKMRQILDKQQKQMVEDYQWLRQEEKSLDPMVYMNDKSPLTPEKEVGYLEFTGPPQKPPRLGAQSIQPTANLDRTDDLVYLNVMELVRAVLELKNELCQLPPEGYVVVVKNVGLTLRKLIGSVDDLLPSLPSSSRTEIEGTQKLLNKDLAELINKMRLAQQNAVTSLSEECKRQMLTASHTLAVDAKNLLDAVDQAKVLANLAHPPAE
Active calls of the source: *; x = not tested or not shown.

The line under a structure holds: CYP2C9 activ | CYP2C19 act | CYP2C19 inh | Ecoli WT expand | PostGolgi yeast | PLAP activator | CYP2C9 inhib | EphB4 ephrin blk | PTK2B oligo ant
> Cc1nc2c(-c3ccccc3)c(C)nn2c(C)c1CC(=O)O
    1.2 | 1.2 | -17 | -6 | 0 | 1.1 | -20 | 8 | 0.41
> O=S(=O)(c1ccc(Cl)cc1)N1CCCC1c1nc(-c2cccc(Cl)c2)no1 (stereo not drawn)
    0.7 | 0.9 | 7 | -4 | 1 | 0.9 | 26 | 3 | -0.39
> CC(=O)Nc1nnc(SCc2ccc(F)cc2)s1
    0.8 | 0.5 | 47 | -6 | -2 | 1 | 18 | 4 | -0.2
> O=C1c2ccccc2N2C(=O)c3ccccc3C2N1O (stereo not drawn)
    0.9 | 1 | -1 | 3 | 8 | 1 | 9 | -3 | -1.5
> O=C(C1CCCN(S(=O)(=O)Cc2ccccc2)C1)N1CCC(Cc2ccccc2)CC1 (stereo not drawn)
    0.1 | 0 | 97* | -5 | 5 | 1.9 | 85* | 0 | -1.1
> Cn1c(SCC(=O)c2cccs2)nnc1-c1ccco1
    1.1 | 0.6 | 42 | 6 | 2 | 1.2 | -13 | 0 | 0.83
> Cc1ccc(/C=C2\SC(=S)N(CCCC(=O)Nc3ccccn3)C2=O)cc1
    0.9 | 1 | -2 | -12 | -14 | 1 | 5 | 12 | 0.52
> Cc1cc([N+](=O)[O-])cc2ncccc12
    1.1 | 1 | -3 | 9 | 17 | 0.8 | -9 | 1 | 0.98
> CCCOC(=O)c1c(NC(=O)/C=C/c2cnn(C)c2C)sc(C(=O)OCC)c1C
    0.6 | 0.8 | 23 | -3 | -1 | 1.1 | 42 | -7 | -0.16
> Cc1cccc(-n2c(SCc3cc(=O)n4c(C)cccc4n3)nc3[nH]ncc3c2=O)c1
    1 | 0.7 | 28 | 3 | 5 | 2.8* | -2 | 3 | x
> O=S(=O)(Cc1cc(Sc2ccccc2)nc(-c2ccccc2)n1)c1ccccc1
    0.5 | 0.5 | 50* | -13 | -4 | 1 | 52* | -4 | -0.87
> CCN(CC)c1ccc(/C=N/n2c(=S)[nH]nc(C)c2=O)cc1
    1.6 | 1 | 1 | -1 | 1 | 1 | -55 | -9 | -0.24
> CN(C)C(=O)C(=O)c1cccn1-c1ccccc1C#N
    1 | 1 | -2 | -6 | 10 | 0.9 | -1 | 6 | 0.35
> COCCNC(=O)Cn1cnc2ccc(S(=O)(=O)N3CCC(C)CC3)cc2c1=O
    0.9 | 0.9 | 7 | -7 | 1 | 1.1 | 10 | -1 | -0.35
> Clc1ccc(OCCn2ccnc2)c2ccccc12
    0.1 | 0 | 97* | 64* | 0 | 1.1 | 91* | 8 | -0.09
> Fc1ccc(N2N=C(c3cccs3)CC2c2ccco2)c(F)c1 (stereo not drawn)
    0.8 | 1 | 2 | 1 | 9 | 1 | 16 | 2 | -1.2
> O=C(CCN1C(=O)/C(=C/c2cccc(Br)c2)SC1=S)NNC(=O)c1cccnc1
    0.6 | 0.9 | 14 | -4 | -10 | 2.2* | 43 | 7 | 0.85
> CCn1c(=O)cc(OCC(=O)Nc2nc(C)cs2)c2ccccc21
    0.8 | 1 | -2 | -10 | 4 | 0.9 | 21 | 6 | x
> CN1CCN(C(=O)CN(CCc2ccccc2)S(C)(=O)=O)CC1
    1 | 0.6 | 40 | -3 | 8 | 1.1 | 2 | 3 | -0.33
> CC1(C)CC(=O)c2cc(OCC(=O)O)ccc2O1
    1 | 1 | 3 | -5 | -3 | 1.1 | 3 | 1 | 1.1
> CN(C)CCCNC(=O)c1ccc(Cl)c(S(=O)(=O)N(C)c2ccccc2)c1
    1 | 0 | 97* | -2 | -15 | 1.2 | -5 | 7 | 1.2
> COc1cccc(CN(CC(=O)NC2CCCC2)C(=O)CCC(=O)Nc2cc(C)on2)c1
    0.2 | 0.5 | 51* | -3 | 0 | 0.9 | 78* | 6 | 0.96
> CCc1nnc(NS(=O)(=O)c2ccc(NS(=O)(=O)c3ccc(NC(C)=O)cc3)cc2)s1
    0.2 | 1.1 | -5 | 1 | -3 | 0.9 | 77* | 4 | x
> CCOC(=O)C1CCN(c2c(NCc3ccc(C(=O)NC4CCCC4)cc3)c(=O)c2=O)CC1
    0.4 | 0.9 | 7 | -4 | -1 | 1 | 61* | -4 | x
> Nc1cc2c([N+](=O)[O-])cccc2o1
    0.9 | 1.1 | -11 | 3 | -6 | 0.8 | 14 | -8 | -0.01
> COc1ccc(OC)c(-c2csc(N(Cc3ccco3)C(=O)c3cccs3)n2)c1
    0.2 | 0.2 | 78* | -21 | -8 | 1 | 85* | -3 | -0.9
> CC1CCCCN1CCNC(=O)C1CC(=O)N(c2ccc(F)c(Cl)c2)C1 (stereo not drawn)
    1.1 | 1.1 | -6 | -3 | 8 | 1.7 | -8 | -5 | -0.16
> CC1CCC(NC(=O)c2ccc(N3CCCC3=O)cc2)CC1 (stereo not drawn)
    0.9 | 1 | 0 | 3 | 10 | 1.1 | 5 | -5 | -0.24
> COC(=O)C1C(c2ccc(Cl)cc2)NC(c2ccc(Cl)cc2)C(C(=O)OC)S1(=O)=O (stereo not drawn)
    0.7 | 1 | 4 | -8 | -7 | 0.8 | 32 | 0 | -0.84
> COC(=O)c1c(NC(=O)CCCC(=O)O)sc(C)c1C
    0.9 | 1 | 0 | 0 | 4 | 1.3 | 7 | x | 1

3 entries already listed, arranged by their value in PLAP activator, falling.
Compound	CYP2C9 activ	CYP2C19 act	CYP2C19 inh	PostGolgi yeast	PLAP activator	CYP2C9 inhib	EphB4 ephrin blk	PTK2B oligo ant
O=C(CCN1C(=O)/C(=C/c2cccc(Br)c2)SC1=S)NNC(=O)c1cccnc1	0.6	0.9	14	-10	2.2*	43	7	0.85
CN1CCN(C(=O)CN(CCc2ccccc2)S(C)(=O)=O)CC1	1	0.6	40	8	1.1	2	3	-0.33
CCc1nnc(NS(=O)(=O)c2ccc(NS(=O)(=O)c3ccc(NC(C)=O)cc3)cc2)s1	0.2	1.1	-5	-3	0.9	77*	4	x

Next entries follow:
The line under a structure holds: CYP2C9 activ | CYP2C19 act | CYP2C19 inh | Ecoli WT expand | PostGolgi yeast | PLAP activator | CYP2C9 inhib | EphB4 ephrin blk | PTK2B oligo ant
> CCCCc1c(C)c2ccc(OC)c(/C(C)=N\O)c2oc1=O
    0.7 | 0.7 | 25 | 10 | 10 | 1 | 34 | 0 | -1.6
> CC(=O)c1ccc(NC(=O)Nc2ncn(Cc3cccc(C)c3)n2)cc1
    x | x | x | -13 | 1 | x | x | 5 | -1.7
> CCOc1ccc(-c2nnc(-c3cccnc3)o2)cc1OCC
    0.9 | 0.5 | 48 | -9 | 2 | 1.6 | 14 | -4 | -0.01
> COc1ccc(-n2c(Cn3c(=O)sc4ccccc43)nnc2SCC(=O)N2CCOCC2)cc1
    0.8 | 1 | -3 | 3 | 2 | 1.5 | 24 | 3 | x
> CC(NC(=O)COc1ccc(Br)cc1)C(=O)O (stereo not drawn)
    0.9 | 0.9 | 14 | 0 | 2 | 1 | 14 | 4 | -0.29
> O=C1CCCCCC1C1(O)C(=O)Nc2ccccc21 (stereo not drawn)
    1.3 | 1.1 | -12 | -1 | -6 | 1.2 | -26 | 4 | 0
> Cc1csc(SCC(=O)N2CCCC2)n1
    1 | 1.1 | -12 | -1 | 0 | 1 | -2 | 1 | 0.4
> O=C(NCc1ccccc1)c1ccc(-c2ccccc2F)o1
    0.5 | 0.4 | 62* | 4 | -1 | 0.9 | 48 | 3 | -1.1
> CCOc1cc(CNc2ccc3cn[nH]c3c2)ccc1OC
    0.3 | 0.1 | 88* | 5 | -1 | 1.4 | 75* | -3 | 0.12
> Cn1cnnc1SCC(=O)c1ccc2c(c1)CCCC2
    1.1 | 0.8 | 20 | 6 | 1 | 1 | -10 | 2 | -0.01
> Nc1c2c(=O)oc(-c3ccccc3)cc2nn1-c1ccccc1
    0.6 | 0.9 | 14 | -4 | 7 | 1 | 39 | 4 | -0.45
> CCOC(=O)c1c(-c2ccc(C)s2)csc1NC(=O)c1cccs1
    0.9 | 1.2 | -17 | -12 | -6 | 1 | 10 | 3 | -0.5
> COc1ccc(-c2nnc(NC(=O)c3cc(C)on3)s2)cc1
    1 | 0.9 | 7 | -12 | -5 | 1.1 | -4 | -2 | -0.37
> Cc1ccc(NC(=O)CN2CCC3(O)CCCCC3C2c2ccc3c(c2)OCO3)c(C)c1 (stereo not drawn)
    0.1 | 0.4 | 64* | -13 | 13 | 1.5 | 90* | 4 | -1.2
> COC(=O)CSc1nc(-c2ccccc2)cc(-c2ccco2)c1C#N
    0.1 | 0.5 | 49 | -6 | 5 | 1.5 | 89* | -5 | 0.04
> Cc1cc(C(=O)OCC(=O)c2ccc(Br)s2)no1
    0.3 | 0.8 | 17 | -5 | -1 | 1.3 | 66* | -11 | 1.7
> O=C(Nc1ccc2oc(=O)ccc2c1)c1ccco1
    0.8 | 0.8 | 24 | 8 | 15 | 0.9 | 23 | 0 | 0.85
> O=c1cc(-c2ccccc2)nc2nc(COc3ccccc3)[nH]n12
    0.7 | 1 | 5 | -13 | -3 | 1 | 28 | -2 | 0.76
> Cc1nn(-c2ccccc2C(=O)O)c(=O)c2ccccc12
    0.6 | 0.8 | 22 | 1 | 2 | 1 | 42 | -1 | -0.14
> O=C(O)c1ccc(C2CCCCC2)cn1
    1 | 0.8 | 16 | 29 | 0 | 1.7 | 4 | -2 | 0.32
> CCN(c1ccc(OC)cc1)c1ncnc2nc[nH]c12
    1.1 | 1.1 | -10 | 5 | 10 | 1.7 | -8 | 0 | x
> O=C(Cn1nnc(-c2ccc(CN3CCOCC3)cc2)n1)N1CCCc2ccccc21
    0.7 | 0.8 | 16 | 4 | 2 | 1.6 | 31 | -1 | 0.17
> O=C(CCC1CCCCC1)NCc1cccs1
    0.8 | 0.6 | 41 | 5 | -6 | 0.8 | 16 | -1 | -0.21
> Nc1nnc(SCC(=O)c2ccc3ccccc3c2)s1
    0.6 | 0.2 | 78* | -1 | -4 | 1.3 | 38 | 5 | x
> O=C(c1ccc(NC(=O)C2(c3ccccc3)CCOCC2)cc1)N1CCOCC1
    1.2 | 1.2 | -16 | 0 | -7 | 1.3 | -16 | -7 | 2.6
> Cc1cc2n(n1)C(c1ccc3c(c1)OCO3)Nc1c(C)cccc1-2 (stereo not drawn)
    0.1 | 0 | 98* | 0 | -1 | 1.4 | 92* | 4 | -0.64
> Nc1c(-c2ccccc2)cnn1-c1cccc(C(F)(F)F)c1
    1.4 | 0.7 | 29 | -4 | 0 | 1 | -36 | 2 | -0.22
> Cc1ccc(-c2nc(CSCC(=O)NCCN3CCN(Cc4ccccc4)CC3)c(C)o2)cc1
    0.8 | 0.8 | 18 | 10 | 2 | 1.4 | 16 | 6 | 1
> O=C(c1ccccc1)c1nnc(-c2ccccc2F)o1
    0.8 | 0.5 | 48 | -4 | -1 | 1 | 18 | 4 | 0.89
> CCCS(=O)(=O)N1CCC(C(=O)NCCN(C)Cc2ccccc2)CC1
    1 | 1 | -2 | -1 | -7 | 0.9 | -2 | -8 | 0.24
> CCc1nnc2c3cnn(-c4ccccc4)c3ncn12
    1 | 1 | -2 | -1 | -2 | 0.6 | 0 | 10 | -0.6
> CCc1cc2c(C)cc(=O)oc2cc1OC(=O)C1CCCN1C(=O)OC(C)(C)C (stereo not drawn)
    0.6 | 0.7 | 30 | 9 | 10 | 1.5 | 39 | 2 | x

From PubChem BioAssay

An unsorted share of the library. About 31% of those tested had a hit in this group.
